Source: PubChem
ALOX12 inh = inhibitors of human 12S-lipoxygenase ALOX12; P18054; purified 12hLO, xylenol orange hydroperoxide absorbance; Potency, µM (doses to about 108 µM), inactives show top-dose activity change, negative = inhibition, actives largely listed as inhibitors; hit rate 1.1% among 580,000; active = well fitted inhibition curve with a large enough effect; inconclusive = small, poorly fitted or top-dose-only effect, or another doubt; inactive = no such curve, though single readings can be large or run the other way
Target sequence (P18054 whole entry, looked up): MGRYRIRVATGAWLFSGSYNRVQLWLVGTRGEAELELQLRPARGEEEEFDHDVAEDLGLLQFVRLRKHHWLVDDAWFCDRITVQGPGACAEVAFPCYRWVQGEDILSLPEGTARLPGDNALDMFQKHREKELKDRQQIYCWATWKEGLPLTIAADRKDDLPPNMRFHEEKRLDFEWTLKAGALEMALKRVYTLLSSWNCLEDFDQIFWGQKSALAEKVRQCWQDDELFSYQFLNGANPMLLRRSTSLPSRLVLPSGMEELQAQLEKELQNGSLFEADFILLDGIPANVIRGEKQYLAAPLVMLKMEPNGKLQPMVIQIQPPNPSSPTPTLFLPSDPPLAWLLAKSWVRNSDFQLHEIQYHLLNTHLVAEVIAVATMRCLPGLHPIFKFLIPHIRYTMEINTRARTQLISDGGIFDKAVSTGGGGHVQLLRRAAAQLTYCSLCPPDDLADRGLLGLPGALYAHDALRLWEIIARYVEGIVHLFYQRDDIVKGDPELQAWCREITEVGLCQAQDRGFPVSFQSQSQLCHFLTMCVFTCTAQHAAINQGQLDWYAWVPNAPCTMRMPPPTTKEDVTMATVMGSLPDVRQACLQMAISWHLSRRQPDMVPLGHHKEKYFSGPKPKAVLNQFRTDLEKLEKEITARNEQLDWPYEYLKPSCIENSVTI
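Purified human 12hLO (150 nM final) in 25 mM Hepes, 0.01% Triton X-100, pH 7.0 was preincubated 15 min at room temperature with compound. Then 40 uM arachidonic acid was added, 30 min. Hydroperoxide was read by Fe-XO absorbance ratio 573/405 nm.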
* marks the source's active call; other numbers are inactive results; ? = inconclusive; [ ] = dose if it differs, or a comment. % is scaled to controls: 0 for no effect and ±100 for the full control effect; potency is read from the fitted curve at half-maximal effect. The list is partial (hit frequency here may not be typical).

SMILES | ALOX12 inh
CN(CC(=O)NC(=O)NC1CCCCC1)C(c1ccccc1)c1ccccc1 | ?
C1=C(c2cccs2)CC(c2cccs2)=NN=C1c1cccs1 | ?
O=C1CC(c2ccccc2)N(C(=O)CNC(=O)c2ccco2)CCCCCCN1 (stereo not given) | 64%[activator]
O=C(c1cscn1)N1CC[C@@H]2[C@@H](CCC(=O)N2CCc2ccccn2)C1 | 30%
NCc1ccc(NC(N)=O)cc1 | -35%
CN(C)C[C@@H]1CN(c2ncccn2)C[C@H]1NC(=O)c1ccc(C#N)cc1 | 48%[activator]
COc1ccc(NC(=O)Cn2c(=O)n(-c3cccc(C)c3)c(=O)c3c2cc(C)n3C)cc1OC | 25%
COc1ccccc1Nc1ncc2c(n1)CN([S+](=O)([O-])c1ccccc1)CCN2 | -18%[176 µM]
Cc1nn(Cc2ccc(Cl)cc2Cl)c(C)c1NS(=O)(=O)c1c(C)nn(C(F)F)c1C | -26%
COc1ccc(C(=O)OCC(=O)c2sc3ccccc3c2C)cc1OC | -8%
COc1ccc(CNC(=O)CC[C@@H]2CNC(=O)[C@@H]3C[C@H](NCc4ccccc4)CN23)cc1 | 26%
O=C(O)CCc1nn2c3ccccc3n(CCOc3ccccc3Cl)c2nc1=O | -20%
Cc1nc2c(c(-c3ccc(Cl)cc3)n1)CCN(C(=O)C1CC1)CC2 | -7%
O=C1NCc2ccccc2CC12CCN(Cc1ccc(Br)cc1)C2 (stereo not given) | 28µM*
CC(C)Cc1ccc(C(C)NC(=O)C2CCC2)cc1 (stereo not given) | -29%
COc1ccc(C(=O)OCC(=O)c2cc(OC)ccc2OC)cc1 | 3%
CCC(C)Sc1nc2c(c(=O)n(C)c(=O)n2C)n1Cc1ccccc1Cl (stereo not given) | -1%
COc1cccc(CC(=O)N[C@@H]2CCC[C@@H](C(=O)NCc3cc(F)cc(F)c3)CC(=O)N(C)C2)c1 | 36%[activator]
COc1cccc(C(=O)N2CCC(N3C[C@H](O)C[C@H]3C(=O)N3CCC(C)CC3)CC2)c1 | 9%
O=C1CCC(C(=O)N2CCN(Cc3ccc(F)cc3)CC(O)C2)=NN1 (stereo not given) | 0%
CC(=O)Nc1ccc(NC(=O)CSc2nc(C)c(C)o2)cc1 | 34%[activator]
CCCCNC(=O)c1cccc2c1CCN2S(=O)(=O)c1cccc(C)c1 | -2%
Cc1cnc(CC2CCN(C(=O)Nc3ccccc3)C2)n1CC1CC1 (stereo not given) | 16%
CC1(c2cccnc2)N(CC2CC2)C(=O)OC12CCN(C(=O)c1ccc(Oc3ccccc3)cc1)CC2 (stereo not given) | 9%
Cc1ccccc1-c1ccc2ncnc(NCc3cccs3)c2c1 | ?

Reprinted from the part before: four entries; new compounds follow.
SMILES | ALOX12 inh
CCCCNC(=O)c1cccc2c1CCN2S(=O)(=O)c1cccc(C)c1 | -2%
Cc1cnc(CC2CCN(C(=O)Nc3ccccc3)C2)n1CC1CC1 (stereo not given) | 16%
CC1(c2cccnc2)N(CC2CC2)C(=O)OC12CCN(C(=O)c1ccc(Oc3ccccc3)cc1)CC2 (stereo not given) | 9%
Cc1ccccc1-c1ccc2ncnc(NCc3cccs3)c2c1 | ?
O=C(Nc1ccc2c(c1)OCCO2)c1ncoc1-c1cccc(Cl)c1 | ?
CO[C@H]1[C@H](NC(=O)Cc2c[nH]c3ccccc23)c2ccccc2C12CCNCC2 | 12%
O=C(C1CCCC1)N1CCn2c(nnc2C2CCCNC2)C1 (stereo not given) | -1%[6.33 µM]
Cc1ccc(-c2csc(-c3nc(-c4ccccc4)cs3)n2)c(C)c1 | -2%
O=C(Nc1ccccc1)c1cnc2n1CCN(Cc1ccc3c(c1)CCO3)CC2 | -2%[176 µM]
Cc1cnc(CC2CCN(C(=O)c3cccnc3)C2)n1C(C)C (stereo not given) | 8%
CC(C)c1noc([C@@H]2C[C@H]3C(=O)NCCCCCCN(C(=O)COc4ccccc4)[C@H]3C2)n1 | -2%
O=C1C[C@@H]2CCN(Cc3ccccc3)C[C@@H]2CCN1C1CCCCC1 | 13%[176 µM]
O=C(NNC(=S)Nc1ccccc1)c1ccccc1Br | ?
Cc1ccc(-c2nn(-c3ccccc3)c(-c3ccc(C)cc3)c2C)cc1 | -26%
O=C(CCc1ncc(-c2c(F)cccc2F)o1)NCc1ccc2c(c1)OCO2 | -12%
CCn1cnc2c1c(=O)n(CC(=O)c1cc(C)n(CCOC)c1C)c(=O)n2Cc1ccccc1 | 3%
O=C(/C=C/c1ccc(C(F)(F)F)cc1)N1CCN(C(=O)C2CC2)CC1 | -4%
COc1ccc(C(=O)N[C@@H]2CCC[C@@H]2C(=O)NCc2ccc(C(C)C)cc2)cn1 | 13%
COc1ccc(C2Cn3nnc(-c4noc(-c5sccc5C)n4)c3CO2)cc1 (stereo not given) | 19%
O=C(CN1CCCC1c1nc2ccccc2s1)NC(=O)Nc1ccc2c(c1)OCO2 (stereo not given) | -15%
O=C(Cc1cccc(Cl)c1)NCc1c[nH]c2ncccc12 | 11%[176 µM]
CN1C(=O)[C@@H]2C[C@@H](CN2C2CCC2)Oc2ccccc21 | 263%[activator][176 µM]
Cc1nccn1CC(=O)N1CCC2(CC1)CNC(C(=O)O)C2 (stereo not given) | 66%[activator]
O=C(CCn1cnnn1)N1CCC2(CC1)Nc1ccccc1NC2=O | 39%[activator]
C=C(CS(=O)(=O)c1ccc2ccccc2c1)c1ccccc1 | ?
Cc1cc(C)cc(NC(=O)CCn2c(=O)n(C)c3ccccc32)c1 | 36%[activator]
O=C(Cc1cccc(F)c1)N1CCCN(c2cc(-c3ccc(Cl)cc3)[nH]n2)CC1 | 6%
CCOc1ccc(C(=O)N2CCC(n3cc(-c4nc(C)no4)nn3)C2)cc1 (stereo not given) | 18%
O=C1CCCc2cc(S(=O)(=O)NCC3CCC(C(=O)NCCc4ccccc4)CC3)ccc2N1 (stereo not given) | -13%
Other compounds follow:
SMILES | ALOX12 inh
CCOC(=O)C(C)Oc1ccc2c(=O)c(-c3ccc(Cl)cc3)c(C)oc2c1 (stereo not given) | -13%
N#Cc1ccccc1N=Cc1ccc2ccccc2c1 | -2%
O=C(NCCCN1CCOCC1)c1ccc2c(c1)N(S(=O)(=O)c1ccccc1F)CC2 | 41%[activator]
O=C(NCC(=O)N(Cc1ccsc1)C1CC1)c1ccccc1 | -4%
CCCNC(=O)N1CCCOCCNC(=O)[C@@H]2CCC[C@@H]21 | 4%
CC1=C/C(=N/N=C(c2ccccc2)c2ccccc2)CC1 | ?
CC(=O)c1ccc(N2CCC(Oc3ccc(C)cc3)(C(=O)O)CC2)nc1 | 34%
Cc1ccc(C(=O)N2CC[C@](O)(c3ccccc3)[C@H](N(C)C)C2)s1 | -7%
CN(C(=O)C1(c2ccc(Cl)cc2)CCOCC1)C1CCc2ccccc21 (stereo not given) | 7%[6.33 µM]
COc1ccc(C(=O)Nc2cc(NC(=O)C(C)C)ccc2C)cc1F | -7%
Cc1ccc2oc(=O)c(S(=O)(=O)N3CCCC(C)C3)cc2c1 (stereo not given) | 8%
COCC(C)N(C)C(=O)c1ccc2c(c1)NC(=O)CS2 (stereo not given) | 2%
O=C(NCCC1CCN(C(=O)Nc2cccc(F)c2)CC1)C1CCC1 | 14%
COc1ccc(CNC(=O)N[C@H](Cc2ccccc2)C(=O)N2CCOCCNC(=O)CC2)cc1 | 1%
COCCNC(=O)[C@H]1C[C@H](Oc2cccnc2)CN1C(=O)c1cccc(OC)c1 | 42%
CC(=O)C[C@@H]1OC[C@H](C)N1S(=O)(=O)c1ccc(C)cc1 | -23%
C[C@@]1(O)CCN(C(=O)c2ccc(-c3noc(C4CC4)n3)cc2)C[C@@H]1O | 32%[activator]
CN(CC(=O)Nc1ccc(F)cc1)C(=O)COC(=O)Cc1n[nH]c(=O)c2ccccc12 | 29%
CC(=O)c1ccc(NC(=O)Cn2nc(-c3ccc(C)cc3)c3c(c2=O)CCCC3)cc1 | -50%
Cc1csc(C(C)N(C)C(=O)c2ccc(CCC(C)(C)O)cc2)n1 (stereo not given) | 3%
CCC(Cn1nnc2ccccc2c1=O)NC(=O)Nc1ccc2c(c1)OCCO2 (stereo not given) | -12%
COc1ccc(C(C)=O)cc1CN(C)CC12CC3CC(CC(C3)C1)C2 | 2%
COc1ccc(C(=O)N2CCCC(c3nc(-c4cnccn4)no3)CCNC(=O)CC2)cc1 (stereo not given) | 52%[activator]
O=C(CCc1conc1-c1ccccc1)N1CCN(c2ccccc2Cl)CC1 | -8%
CNc1nccc(N2CCC(CC(=O)NCCCOC(C)C)CC2)n1 | 16%
Continuation:
SMILES | ALOX12 inh
Clc1ccc(-c2csc(NC3CC3)n2)c(Cl)c1 | ?
COc1ccc([C@@H]2CN(c3nnnn3-c3ccccc3)C[C@H]2NC(C)=O)cc1 | 3%
Cc1noc(C)c1CC(=O)NCC1Cn2cccc2C(=O)N1C (stereo not given) | 33%[activator]
O=C(C1CCN(c2nc(-c3ccccc3)nc3c2CCC3)CC1)N1CCC(CO)C1 (stereo not given) | 4%
CN(C)C[C@@H]1CN(c2ccncn2)C[C@H]1NC(=O)NC1CCCCC1 | 62%[activator]
COc1ccc(C(=O)NC2CCN(c3cc(-c4ccccc4)[nH]n3)CC2)c(C)c1 | 17%
COC(=O)c1cccc(C(=O)N2CCc3c(C(=O)OC)c(OCc4ccccn4)cc(=O)n3CC2)c1 | 2%
Cc1ccc(C(=O)C2CC(=O)Nc3c2c(C)nn3-c2ccc(Br)cc2)s1 (stereo not given) | -11%
Cc1ccc(OCC(O)Cn2nnc(-c3cccnc3)n2)c(C)c1 (stereo not given) | 2%
O=C(c1cccc(F)c1)N(Cc1ccco1)C1CC1 | -11%
COc1ccc(CNC(=O)C2Cn3cccc3C(=O)N2)cc1OC (stereo not given) | 35%[activator]
C[S+](=O)([O-])CCn1ncc2cc(OCC3CCN(C(=O)c4cccc(F)c4F)CC3)ccc21 | -2%
Cc1ccc(N(CC(O)CN2CCOCC2)S(=O)(=O)c2ccc(C)cc2)cc1 (stereo not given) | ?
O=C(c1ccc2nc[nH]c2c1)N1CCC(c2nc(-c3ccccc3)no2)C1 (stereo not given) | 22%
CCc1ccccc1NC(=O)c1cc2c(s1)CN(C(C)C)C2 | 325%[activator]
O=C(O)CCC(=O)OCCCc1ccccc1 | 3%
CC(C)NC[C@H]1Cn2c(-c3ccc(Cl)cc3)cnc2CO1 | -4%[176 µM]
COc1ccc(SCCNC(=O)C2NCCc3[nH]cnc32)cc1 (stereo not given) | 7%
CCOc1ccc(-c2nc(C3CC(=O)N(Cc4ccccc4OC)C3)no2)cc1 (stereo not given) | 26%
COCCn1c(C)nnc1-c1cc(Nc2cccc(OC)c2)ccn1 | -32%[176 µM]
O=C1COCC2(CN(c3ccccc3)C2)CN1c1ccc(OC(F)(F)F)cc1 | -1%[176 µM]
N#CCCN1CCC(c2ccccc2)C1 (stereo not given) | -9%
CN(Cc1ccccc1)Cc1cn([C@H]2CO[C@H]3[C@@H]2OC[C@@H]3NC(=O)c2ccco2)nn1 | ?
Cc1ncc2c(n1)CCCN(CC(=O)NC1CC1)C2=O | 13%
O=C1Nc2ccccc2CC12CN(CC1CCNC1)C2 (stereo not given) | ?
The list continues.
SMILES | ALOX12 inh
COc1ccc2[nH]c(C(=O)N3C[C@@H](C(N)=O)[C@H](c4n[nH]c(C)n4)C3)cc2c1 | 41%[activator]
O=C(CCNC(=O)c1cccs1)Nc1cc(Cl)ccc1Cl | 40%
CCCn1nc(C(=O)Nc2cc(S(=O)(=O)N(CC)CC)ccc2OC)c2ccccc2c1=O | 7%
COCc1noc(CCNC(=O)c2cc(-c3ccccc3)on2)n1 | 30%[activator]
O=C(c1cccc2nccnc12)N1CCC(Cc2nc(-c3ccccc3)n[nH]2)CC1 | 35%
COc1ccc(-c2ccc3ncc(Nc4cccc(C(F)(F)F)c4)n3n2)cn1 | -4%[176 µM]
COC[C@@H]1CN(C(=O)C2CC2)C[C@H]1c1ccncc1 | 41%[activator]
O=C(c1ccc(F)cc1F)N1CCN(c2cc(-c3ccc(Cl)cc3)[nH]n2)CC1 | 5%
CC(C)CNC(=O)[C@H]1CCC[C@H]1NC(=O)c1ccncc1 | 57%[activator]
Cc1cccc(CN2CCCC3(CCN(c4cc(C)nc(N)n4)C3)C2=O)c1 (stereo not given) | -2%
COc1cccc(CN2CCc3c(cc(C(=O)N4CCN(CC(C)C)CC4)n3C)C2)c1 | 4%
Cn1ncnc1CCNC(=O)c1cn(CCC2CCCCN2)nn1 (stereo not given) | 40%[activator]

Among those listed so far, these contain a CF3 group:
SMILES | ALOX12 inh
O=C(/C=C/c1ccc(C(F)(F)F)cc1)N1CCN(C(=O)C2CC2)CC1 | -4%
O=C1COCC2(CN(c3ccccc3)C2)CN1c1ccc(OC(F)(F)F)cc1 | -1%[176 µM]
COc1ccc(-c2ccc3ncc(Nc4cccc(C(F)(F)F)c4)n3n2)cn1 | -4%[176 µM]

Grouped by structure: the entries above with an aryl thioether with sulfur outside any ring
SMILES | ALOX12 inh
CCC(C)Sc1nc2c(c(=O)n(C)c(=O)n2C)n1Cc1ccccc1Cl (stereo not given) | -1%
CC(=O)Nc1ccc(NC(=O)CSc2nc(C)c(C)o2)cc1 | 34%[activator]
COc1ccc(SCCNC(=O)C2NCCc3[nH]cnc32)cc1 (stereo not given) | 7%
